# Source: PubChem BioAssay (several laboratories)
# NCOA1 inh: inhibits human SRC1 coactivator; HEK293 GAL4-SRC1 luciferase reporter, luminescence; inhibition, % at 3.6 µM; 360,000 compounds, 0.12% hits; AID 588354;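 active = inhibition above the campaign mean plus 3 SD, with each screening campaign given its own cutoff, cut at about 60% in these data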;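 also: 0% = DMSO treated cells and 100% = gossypol at 36 µM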
# NOD2 RIPK2 PPI: inhibitors of human NOD2-RIPK2 interaction; CHO BLA complementation NOD2-RIPK2, CCF4 ratio; O43353; AID 624267; inhibition, % at 4.98 µM; 360,000 compounds, 0.38% hits; in the data active = inhibition above about 21%;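 also: 0% = vehicle only and 100% = reference blocker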
# Target sequence (O43353 whole entry, looked up): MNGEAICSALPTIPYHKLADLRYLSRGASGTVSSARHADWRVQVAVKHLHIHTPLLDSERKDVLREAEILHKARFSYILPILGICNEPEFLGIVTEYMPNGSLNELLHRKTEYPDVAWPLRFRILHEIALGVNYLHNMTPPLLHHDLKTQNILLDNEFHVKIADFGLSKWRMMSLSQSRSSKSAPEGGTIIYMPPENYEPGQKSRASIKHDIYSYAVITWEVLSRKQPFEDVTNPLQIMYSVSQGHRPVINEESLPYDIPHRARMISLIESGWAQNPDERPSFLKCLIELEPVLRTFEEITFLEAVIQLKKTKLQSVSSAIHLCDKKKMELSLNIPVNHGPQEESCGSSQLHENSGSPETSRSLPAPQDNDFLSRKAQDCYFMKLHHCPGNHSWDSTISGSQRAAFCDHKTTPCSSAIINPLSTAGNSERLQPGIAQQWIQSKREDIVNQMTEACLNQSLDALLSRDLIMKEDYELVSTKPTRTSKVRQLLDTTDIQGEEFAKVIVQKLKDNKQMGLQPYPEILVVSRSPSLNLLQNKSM
# LMP1 NFkB inh: inhibitors of Epstein-Barr LMP1-induced NF-kappaB reporter | LMP1-induced NF-kappaB luciferase reporter cells, luminescence | inhibition, % at 12.5 µM | 350,000 compounds, 0.69% hits; in the data active = inhibition above about 41%;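 also: 0% = neutral control wells and 100% = reference inhibitor control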
# SRC2 inh: human SRC2 (NCOA2) inhibition; Q15596; HEK293 GAL4-SRC2 luciferase reporter, luminescence; inhibition, % at 9 µM; 370,000 compounds, 0.17% hits; AID 651957;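 active = inhibition above the mean inhibition of all tested compounds plus 3 SD, set per campaign, cut at about 52% in these data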;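 also: 0% = DMSO treated cells and 100% = cells given Gossypol at 36 µM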
# LRH-1 inv ag: NR5A2 inverse agonism in reporter assay; O00482; 360,000 compounds, 0.13% hits; HEK293T StAR-luciferase reporter, LRH-1 transfected, 24 h; inhibition, % at 3.6 µM;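 active = inhibition above the mean inhibition of all tested compounds plus 3 SD, cut at about 73% in these data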;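 also: 0% = DMSO wells and 100% = reporter-only cells lacking LRH-1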
# TRAIL sens C8: caspase-8 TRAIL sensitization | NB7+C8 cells + TRAIL, ATPlite viability luminescence | inhibition (viability loss, TRAIL sensitization), % at 10 µM | 360,000 compounds, 1% hits | AID 624354;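 active = compounds causing at least 50% loss of cell viability in the single-dose screen, relative to plate controls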
# TWEAK-Fn14 inh: inhibitors of TWEAK-Fn14 interaction signaling; inhibition, % at 10 µM; AID 1159606; 360,000 compounds, 2% hits; TWEAK-stimulated Fn14 reporter cells, luciferase luminescence, 8 h; in the data active = inhibition above about 50%
# COUP-TFII inh: NR2F2 (human) inhibition, primary screen; P24468; HEK293T NGFI-A luciferase reporter, luminescence; inhibition, % at 8.6 µM; 370,000 compounds, 0.7% hits;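 active = inhibition above a per-plate cutoff, mean inhibition of test wells between control levels plus 3 SD, cut at about 38% in these data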;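 also: cells cotransfected with COUP-TFII expression vector driving the NGFI-A reporter; 0% = median of COUP-TF2 test wells and 100% = reporter-only cells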
# Target sequence (P24468 whole entry, looked up): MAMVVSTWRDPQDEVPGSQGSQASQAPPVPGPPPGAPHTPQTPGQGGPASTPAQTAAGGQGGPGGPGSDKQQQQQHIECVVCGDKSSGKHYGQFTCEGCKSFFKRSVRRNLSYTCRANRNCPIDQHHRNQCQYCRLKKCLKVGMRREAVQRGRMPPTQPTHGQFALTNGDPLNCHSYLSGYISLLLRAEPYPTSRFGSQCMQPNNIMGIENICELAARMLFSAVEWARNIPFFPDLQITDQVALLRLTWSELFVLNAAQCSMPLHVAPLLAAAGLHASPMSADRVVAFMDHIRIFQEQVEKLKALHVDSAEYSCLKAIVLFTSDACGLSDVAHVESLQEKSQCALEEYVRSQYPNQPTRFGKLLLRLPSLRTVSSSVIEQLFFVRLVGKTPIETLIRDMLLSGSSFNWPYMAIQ
# TROY signal inh: TROY signaling inhibition; Q293 LMP1-TROYcd NF-kB luciferase reporter, 4 h; inhibition, % at 10 µM; 360,000 compounds, 0.98% hits; AID 1347056;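 active = compounds whose plate-normalised and pattern-corrected inhibition of the luciferase reporter signal at the single screening dose is 50% or more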
# TLR9-MyD88 inh: TLR9-MyD88 interaction inhibition; Q9NR96+Q99836; CHO BLA complementation TLR9-MyD88, CCF4 FRET ratio; inhibition, % at 4.98 µM; 340,000 compounds, 0.21% hits; AID 504734;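 active = inhibition above the mean over all tested compounds plus 3 SD, cut at about 21% in these data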;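 also: 0% = DMSO only wells and 100% = clavulanate BLA inhibitor control wells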
# NCOA3 inh: human NCOA3 inhibition | HEK293 GAL4-SRC3 luciferase reporter, luminescence | Q9Y6Q9 | AID 588352 | inhibition, % at 3.6 µM | 360,000 compounds, 0.17% hits;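 active = inhibition above a per-campaign cutoff, the mean of all compounds plus 3 SD, cut at about 60% in these data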;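 also: 0% = DMSO-treated cells and 100% = gossypol-treated cells at 36 µM; higher means less SRC3-driven luciferase light from the GAL4 reporter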
# An asterisk follows results filed as active.
structure,NCOA1 inh,NOD2 RIPK2 PPI,LMP1 NFkB inh,SRC2 inh,LRH-1 inv ag,TRAIL sens C8,TWEAK-Fn14 inh,COUP-TFII inh,TROY signal inh,TLR9-MyD88 inh,NCOA3 inh
CC1=C(C(=O)OCc2ccccc2)C(c2ccccc2)NC(=O)N1 (stereo unspecified),10,-1,2,-1,-3,-11,9,11,20,-12,2
Cc1ccc2nc(-c3ccc(NC(=O)C(C)N4C(=O)c5ccccc5C4=O)cc3)sc2c1 (stereo unspecified),-98,5,-19,-65,-169,17,1,-51,-29,1,-109
COC(=O)c1ccc(/C=N/OCC(=O)NCCc2ccc(OC)c(OC)c2)cc1,-22,-17,5,-17,-12,-7,25,-7,33,4,12
CCOC(=O)Cc1nnc(NC(=O)CSc2nnc3c4ccccc4n(C)c3n2)s1,-30,-8,-2,4,-5,-9,-23,9,10,-7,12
COc1ccccc1N1CCN(C(=O)CSc2nc(C)cc(=O)[nH]2)CC1,8,6,2,9,-10,-5,-5,1,9,-3,-19
CC1(C)Cc2ccccc2C(=NC(Cc2c[nH]c3ccccc23)C(=O)O)N1 (stereo unspecified),0,5,-3,-28,3,-16,4,-22,4,-10,-2
CC(C)n1c(C(F)(F)F)nc2cc(C(=O)N3CCCCC3)ccc21,5,-15,-5,-4,2,-7,10,-1,6,4,21
CCOc1ccccc1NS(=O)(=O)c1cc2c3c(c1)C(C)C(=O)N3CCC2 (stereo unspecified),-6,1,-14,-9,15,-16,0,4,3,4,29
O=C(CNC(=O)c1ccccc1F)NC1=NCCS1,10,-9,-7,7,4,14,-9,6,-6,8,-28
NC(=O)CC(NC(=O)Cc1ccc(Br)cc1)c1ccc(N2CCC(Cc3ccccc3)CC2)c([N+](=O)[O-])c1 (stereo unspecified),-4,4,0,6,-11,37,-51,14,-2,12,1
C/C=C(\C)C(=O)O[C@H](c1cc2ccc(=O)oc2cc1OC)[C@@H](O)C(C)(C)O,4,-16,1,3,11,-11,7,3,-5,1,-8
CCCc1nn(-c2ccccc2)c2c1C(c1cccs1)C(C#N)=C(N)O2 (stereo unspecified),-26,-6,-5,-12,-8,-3,12,11,-2,-4,1

# Carrying on.
structure,NCOA1 inh,NOD2 RIPK2 PPI,LMP1 NFkB inh,SRC2 inh,LRH-1 inv ag,TRAIL sens C8,TWEAK-Fn14 inh,COUP-TFII inh,TROY signal inh,TLR9-MyD88 inh,NCOA3 inh
COc1ccc(C(=O)Nc2ccc3c(c2)nc(CN2CCCC2)n3C)cc1,-14,-4,1,-21,-12,11,-13,0,-35,1,0
Cc1nc(=O)c(-c2ccccc2)c(C)n1Cc1ccccc1,0,-4,-16,-5,-3,3,-1,-8,-3,0,13
COc1cccc(C(=O)C2CCCN(Cc3cn(C)nc3-c3ccccc3)C2)c1 (stereo unspecified),-16,10,12,8,12,-5,-8,17,12,6,7
COc1cc(/C=N/NC(=O)c2ccccn2)ccc1OC(=O)c1ccccc1Br,-57,11,-5,-28,-75,28,17,-28,16,-13,-66
COc1ccc(NC(=O)CSc2nnnn2C2CCCC2)c(OC)c1,7,-3,0,-17,9,-9,24,-3,-11,-8,-11
O=C(NN1C(=O)c2ccccc2NC1c1ccccc1OCc1ccccc1)c1ccncc1 (stereo unspecified),-2,-7,-7,18,17,-10,6,10,-6,-4,15
COc1ccc2ccc3cccc[n+]3c2c1,2,-6,-2,-6,-5,-2,-11,9,-15,-6,3
O=C(Nc1ccccc1)c1cnc[nH]1,-43,-10,-12,-60,-88,4,-16,-26,-34,0,-31
CN(C)N=C1c2cc(S(=O)(=O)N3CCOCC3)ccc2-c2ccc(S(=O)(=O)N3CCOCC3)cc21,5,6,9,5,-15,4,15,-18,13,-176,5
Cc1c(Cl)cccc1NC(=O)CCN1C(=O)C2CC=CCC2C1=O (stereo unspecified),4,13,-3,-28,13,-15,-6,-32,2,-2,5
O=C(c1cc(Cl)ccc1Cl)N1CCc2ccccc21,-24,-1,-4,7,34,0,-4,20,20,-2,5
CCN(CC(=O)Nc1ccc(NC(C)=O)cc1)C(=O)c1ccccc1SCc1c(C)noc1C,-9,2,-3,22,-9,-2,12,14,-4,6,6

# As a short view, some entries already given.
structure,NCOA1 inh,NOD2 RIPK2 PPI,LMP1 NFkB inh,SRC2 inh,LRH-1 inv ag,TRAIL sens C8,TWEAK-Fn14 inh,COUP-TFII inh,TROY signal inh,TLR9-MyD88 inh,NCOA3 inh
COc1cccc(C(=O)C2CCCN(Cc3cn(C)nc3-c3ccccc3)C2)c1 (stereo unspecified),-16,10,12,8,12,-5,-8,17,12,6,7
COc1cc(/C=N/NC(=O)c2ccccn2)ccc1OC(=O)c1ccccc1Br,-57,11,-5,-28,-75,28,17,-28,16,-13,-66
COc1ccc(NC(=O)CSc2nnnn2C2CCCC2)c(OC)c1,7,-3,0,-17,9,-9,24,-3,-11,-8,-11
O=C(NN1C(=O)c2ccccc2NC1c1ccccc1OCc1ccccc1)c1ccncc1 (stereo unspecified),-2,-7,-7,18,17,-10,6,10,-6,-4,15
COc1ccc2ccc3cccc[n+]3c2c1,2,-6,-2,-6,-5,-2,-11,9,-15,-6,3
O=C(Nc1ccccc1)c1cnc[nH]1,-43,-10,-12,-60,-88,4,-16,-26,-34,0,-31
CN(C)N=C1c2cc(S(=O)(=O)N3CCOCC3)ccc2-c2ccc(S(=O)(=O)N3CCOCC3)cc21,5,6,9,5,-15,4,15,-18,13,-176,5
Cc1c(Cl)cccc1NC(=O)CCN1C(=O)C2CC=CCC2C1=O (stereo unspecified),4,13,-3,-28,13,-15,-6,-32,2,-2,5
O=C(c1cc(Cl)ccc1Cl)N1CCc2ccccc21,-24,-1,-4,7,34,0,-4,20,20,-2,5
CCN(CC(=O)Nc1ccc(NC(C)=O)cc1)C(=O)c1ccccc1SCc1c(C)noc1C,-9,2,-3,22,-9,-2,12,14,-4,6,6

# Other structures follow.
structure,NCOA1 inh,NOD2 RIPK2 PPI,LMP1 NFkB inh,SRC2 inh,LRH-1 inv ag,TRAIL sens C8,TWEAK-Fn14 inh,COUP-TFII inh,TROY signal inh,TLR9-MyD88 inh,NCOA3 inh
COCCN(C(=O)C(C)N1C(=O)c2ccccc2C1=O)c1c(N)n(CC(C)C)c(=O)[nH]c1=O (stereo unspecified),-9,-5,-3,-1,-5,-11,2,-22,0,-2,-15
CC(C)NS(=O)(=O)c1ccc(OCC(=O)N2CCN(c3ccccc3)CC2)cc1,-6,68*,8,5,-9,3,12,15,-14,2,7
O=C1c2ccccc2C(=O)C1c1ccc(Br)cc1,-26,-6,-13,-24,-2,14,-10,-5,-11,-4,-37
O=C(Cn1ccn(-c2ccc(F)c(F)c2)c(=O)c1=O)NCCc1ccccc1,3,4,5,-11,-2,-11,4,-34,-2,9,15
CC(C)(C)CC(C)(C)N1CNC(=S)NC1,-5,5,-9,0,1,5,-4,11,21,-1,8
Oc1c(Br)cc(Br)cc1C=Nc1cccnc1,-9,-7,-1,-2,-5,-7,28,2,23,5,-10
CC1(C)OC(=O)C(=NNc2ccccc2[N+](=O)[O-])C(=O)O1,-59,-6,0,18,-7,0,19,6,13,4,6
COCCn1c(SCC(=O)Nc2ccccc2)nnc1-c1ccoc1C,-19,-12,-3,-10,5,-12,-3,15,-2,4,-14
CC(=O)Oc1ccc(C(=O)Nc2ccccc2C(=O)N2CCCCC2)cc1,7,-12,8,5,-15,-9,11,9,-1,-9,12
OC1(c2cccc(F)c2)CCN(Cc2ccncc2)CC1,6,-8,-3,-5,4,-6,-7,1,-6,-6,12
CCOC(=O)CNS(=O)(=O)c1ccc(S(=O)(=O)NC2CC2)cc1,6,-6,-24,17,15,10,15,-14,1,3,15
Cc1onc(-c2ccccc2Cl)c1C(=O)NCc1ccccn1,8,-12,-9,3,15,2,-4,2,12,-2,17

# Next section
structure,NCOA1 inh,NOD2 RIPK2 PPI,LMP1 NFkB inh,SRC2 inh,LRH-1 inv ag,TRAIL sens C8,TWEAK-Fn14 inh,COUP-TFII inh,TROY signal inh,TLR9-MyD88 inh,NCOA3 inh
COc1ccc(CCNC(=O)CS(=O)(=O)Cc2nc(-c3ccc(C)cc3)oc2C)cc1OC,0,-12,-1,-11,18,18,-11,-3,17,7,-6
O=C(CSc1nnnn1-c1ccccc1)Nc1ncc(Cc2ccccc2Cl)s1,0,0,-12,-8,6,3,12,-5,1,-8,5
CC(=O)c1c(C)[nH]c(C(=O)OC(C)C(=O)Nc2cc(S(=O)(=O)N3CCCCC3)ccc2Cl)c1C (stereo unspecified),-5,-18,3,-5,5,9,5,-7,0,-4,22
FC(F)(F)C1=Nc2cccc3cccc(c23)N1,2,-2,-4,6,-30,51*,12,5,-7,-8,-7
Cc1ccc(-c2nn(-c3ccccc3)cc2CO)o1,-108,3,3,-63,-116,16,-24,-35,-55,-9,-64
CCOc1ccc(NC(=O)CCS(=O)(=O)c2ccc3c(c2)CCCN3C(=O)CC)cc1,5,1,-11,-16,8,29,3,0,22,0,6
CC1(C)OC(=O)C(=NNc2ccc(Br)cc2)C(=O)O1,-7,12,-6,-27,20,0,-4,-13,-63,-3,-19
Cc1cccc(C)c1OCCSc1nc2ccccc2n1CC(=O)O,5,-15,-6,-14,-24,-11,-6,0,-14,-5,3
O=C(O)CNc1nc(-c2ccccc2)nc2ccccc12,6,-1,8,-3,-1,-6,12,8,-2,0,5
Nc1nonc1-n1nnc(C(=O)N/N=C/c2cccs2)c1-c1ccc2c(c1)OCO2,6,-2,6,3,-20,-11,-5,-12,-10,-28,-9
COc1ccc2c(CC(=O)OCC(=O)Nc3ccccc3[N+](=O)[O-])coc2c1,-3,-9,-12,0,-11,-4,-15,18,-5,3,6
COc1ccc(NC(=O)C2(N(CC(C)C)C(=O)Cn3nnnc3N)CCCCC2)cc1,11,4,-1,-18,3,-16,-17,3,-5,-5,13

# The listing continues.
structure,NCOA1 inh,NOD2 RIPK2 PPI,LMP1 NFkB inh,SRC2 inh,LRH-1 inv ag,TRAIL sens C8,TWEAK-Fn14 inh,COUP-TFII inh,TROY signal inh,TLR9-MyD88 inh,NCOA3 inh
N#CCCn1cc(C(=O)NCc2ccccc2)c(-c2cccs2)n1,-14,-3,8,8,14,-21,-5,-1,-10,-10,4
Cc1ccc(C)c(CN2C(=O)CSc3ccc(C(=O)N4CCCC4)cc32)c1,4,-1,3,-24,25,4,-12,-13,-11,-31,-3
Cn1nc(C(F)(F)F)c2cc(C(=O)Nc3ccc(F)c(Cl)c3)sc21,14,-8,20,15,-4,-4,1,-17,61*,7,9
O=C(O)[C@@H](c1ccccc1)N1Cc2ccccc2C1=O,20,-9,-6,-11,18,-9,11,12,10,3,20
CN(Cc1ccccn1)Cc1nc(Cc2ccccc2Cl)no1,-9,-1,-5,-18,-9,1,-5,-10,-10,9,6
Cn1c(=O)c2c(nc(NCCOc3ccc(C(C)(C)C)cc3)n2C)n(C)c1=O,-2,-10,26,16,18,25,43,-6,11,-1,11
COc1nnc(-c2ccc(N3CCOCC3)c(NC(=O)c3ccco3)c2)c2ccccc12,8,8,-3,8,-5,5,-13,-10,28,-8,-25

# An excerpt; count on the stated rates, not on these rows.
